# Screening data (PubChem)
# aSyn 5UTR inh – MLPCN primary screen, SNCA 5' untranslated region; alpha-synuclein 5'UTR reporter, inhibitor activity; inhibition, % (tested at 7.5 µM); AID 1813; 300,000 tested, 0.82% active; in the data active means inhibition above about 60%; inconclusive means no clear call, values can overlap the other calls;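 further: H4 neuroglioblastoma cells stably carrying SNCA 5'UTR luciferase fusion; 0% = DMSO wells and 100% = positive control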
# HSF1 inh – HSF1 inhibition; NIH3T3-HGL HSE-luciferase, MG132-induced, luminescence 8 h; stronger effect = lower value; activity change, negative = inhibition, % at 7.5 µM (by protocol); 300,000 tested, 0.77% active; AID 2098;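 active means more than half of replicate wells show activity change below -50%, luminescence cut by over half; inconclusive means some wells, but at most half, below -50%; inactive means no replicate well below -50%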;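 further: luciferase reports HSF-1 transcriptional activity via heat shock element; 0% = median of DMSO wells and -100% = zero luminescence signal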
# HSF-1 act – increases HSF-1 driven luciferase reporter signal. NIH3T3-HGL HSF-1 luciferase reporter, MG132, 8 h; 100% = twice DMSO control signal. activation, % at 9 µM. 300,000 tested, 1.7% active. AID 504408;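 active means mean replicate activation of at least 50% with a set share of replicates each reaching 50%; inconclusive means only one of those two conditions met; inactive means mean below 50% and too few replicates reaching it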;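 further: 0% = median of the neutral control wells and 100% = twice that signal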
# HIF activator – HIF pathway transcriptional activation. U2OS HRE-luciferase reporter, luminescence; normalized: DMSO 0%, desferrioxamine 100%. AID 1910. 300,000 tested, 0.32% active. activation, % at 7.5 µM (by protocol);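 active means mean activation of at least 10% of the iron chelator positive control signal, with at least half of replicates also reaching 10%; inconclusive means mean and replicate majority disagree about reaching 10%; inactive means mean and most replicates under 10%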
# SKKanGAS inh – inhibitors of SKKanGAS S. pyogenes growth in kanamycin (SK-promoter or general growth effect); 300,000 tested, 1.3% active; AID 1662; inhibition, % at 7.5 µM; BacTiter-Glo, 6 h;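 active means mean replicate score, as percent of positive control median, at least 50; inconclusive means mean below 50 but one replicate at or above 50; inactive means mean and every replicate below 50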;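 further: strain carries kanamycin resistance gene driven by streptokinase promoter and grows in 40 µg/ml kanamycin; loss of luminescence reflects streptokinase promoter inhibition or plain growth inhibition; 0% = median of DMSO wells and 100% = positive control at its reference dose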
# KLF5 inhibitor – inhibitors of KLF5 expression; DLD-1 KLF5 promoter-luciferase reporter, luminescence; inhibition, % at 5 µM; 290,000 tested, 0.23% active; AID 1700;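 active means inhibition above a per-plate limit of that plate's mean compound inhibition plus 3 SD, cut at about 60% in these data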;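 further: 0% = DMSO wells and 100% = LY294002 at 200 µM; higher means less KLF5 promoter-driven luciferase light; inactives centre near -14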
# AI-2 QS mod – modulators of Vibrio harveyi AI-2 quorum sensing system; activity change, % at 7.5 µM; AID 2094; 300,000 tested, 0.4% active; Vibrio harveyi JMH597 AI-2 luminescence/OD600 ratio, 9 h; stronger effect = lower value; strain lacks LuxN and CqsS sensors; 0 = neutral-control median; in the data active means activity change below about -75%, passing the limit was not always enough; inconclusive means no clear call, values can overlap the other calls;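 further: luminescence divided by OD600 gain over 9 h not by final OD600 alone; inactives centre near 13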
# Platelet DG rel – modulates dense granule release in human platelets; AID 1663; 300,000 tested, 0.22% active; inhibition, %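 (compounds screened at 7.5 µM in platelet-rich plasma)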; human platelet-rich plasma, SFLLRN dense granule ATP release, luminescence;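 active means mean replicate score, as percent of positive control, at or above 50; inconclusive means mean below 50 but at least one replicate at or above 50; inactive means mean and every replicate below 50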
# HSP90 inh – blocks HSP90-mediated luciferase refolding in reticulocyte lysate; AID 1789; inhibition, % at 5.6 µM; Rabbit reticulocyte lysate, luciferase refolding luminescence, 3 h; 290,000 tested, 0.91% active;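 active means inhibition above the screen-wide mean plus 3 SD, computed separately per campaign, cut at about 16% in these data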;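 further: 0% = DMSO wells and 100% = 60 µM geldanamycin wells; inhibitors lower the luminescence because luciferase stays unfolded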
# IEC-6 cytotox – IEC-6 cytotoxicity, counter-screen for KLF5 inhibitors; luminescence viability; inhibition, % at 5 µM; 290,000 tested, 0.78% active; in the data active means inhibition above about 22%;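 further: 0% = plate median of test compound wells and 100% = cytotoxic reference compound wells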
# * = called active by the depositor; ? = inconclusive; · = not tested or not shown. Rows are unselected. About 6% of those tested had a hit in this group.
SMILES,aSyn 5UTR inh,HSF1 inh,HSF-1 act,HIF activator,SKKanGAS inh,KLF5 inhibitor,AI-2 QS mod,Platelet DG rel,HSP90 inh,IEC-6 cytotox
CCCc1cc(=O)oc2c(CN3CCN(C)CC3)c(O)c(Cl)cc12,-6,-2,-1,-0.7,0,·,3,-3,·,·
CCCOc1cccc(-c2nc3ccccc3c(=O)o2)c1,-95,12,7,1.2,6,-89,-1,-1,-4,3
CC1CC(C)CN(C(=O)Cn2c(SCC(=O)N3CCc4ccccc4C3)nc3ccccc32)C1 (stereo unspecified),16,0,14,-0.2,7,-31,23,4,-5,-5
COc1cccc(N2CC(NC(=O)C(=O)c3c(C)[nH]c4ccccc34)CC2=O)c1 (stereo unspecified),1,3,8,-0.7,28,·,9,-5,·,·
CCOC(=O)c1ccc(COC(=O)CNS(=O)(=O)c2ccccc2)cc1,-36,-3,-3,-0.8,-17,-14,36,2,-1,0
O=C(CSc1cnc2ccccc2n1)NC1CCCC1,5,-6,27,0.1,-17,-17,25,-5,1,5
CC(=O)COc1ncnc2c(Cl)cc(Cl)cc12,-9,4,-2,-0.4,6,-6,6,2,2,4
CCOc1ccc(Nc2nc(N3CCOCC3)nc(N3CCOCC3)n2)cc1,-1,-3,-3,-1.2,-6,-11,7,10,-4,-4
O=C1Nc2ccccc2C12OCCO2,-21,-2,-4,-0.3,3,-27,4,10,2,-1
Cc1ccc(NC(=O)CCC(=O)NNC(=O)COc2cccc3ccccc23)c(C)c1,-11,-1,21,-0.3,10,-8,5,-1,-2,0
CC(=O)N1CCN(c2ccc(NC(=O)c3ccc(Cl)cc3)cc2)CC1,7,-6,31,-0.1,1,-18,·,0,-2,-6
CCN(C(=O)COC(=O)/C=C/c1c(C)nn(Cc2ccc(C)cc2)c1C)C1CCS(=O)(=O)C1 (stereo unspecified),15,-11,-19,-0.7,-10,-26,26,-1,-1,0
COc1cccc(CNn2cnnc2)c1O,-4,-3,8,0.2,-3,0,·,-2,-8,1
CCN(CCCNC(=O)CCCCn1c(=O)[nH]c2ccccc2c1=O)c1ccccc1,-1,55,74*,-0.3,-2,8,16,-3,8,-3
C=C(C)CN1C(=O)C2(OCCO2)c2ccccc21,14,3,-7,-23,-2,10,19,-1,2,5
CCN1CCN(CC(=O)Nc2c(C(=O)OC)[nH]c3cccc(Cl)c23)CC1,19,·,·,-0.2,1,-24,16,3,6,-4
Cc1cccc(C)c1NC(=O)COC(=O)c1nonc1N,21,-6,-4,0.0,3,-18,35,7,-4,-2
CCCC(C)C(=O)Nc1nc(C)c(-c2csc(Nc3cc(Cl)ccc3C)n2)s1 (stereo unspecified),-7,3,-5,-0.4,24,-14,27,6,0,0
COc1ccccc1CN1CCNC(=O)C1CC(=O)NCCOc1cccnc1 (stereo unspecified),5,-20,-39,-0.7,-2,-23,8,-6,1,-8
COc1ccccc1NC(=O)CCN1C(=O)C2CC=CCC2C1=O (stereo unspecified),-16,-3,-2,-0.8,-4,-8,13,0,-2,4
COc1ccc(C2CC(C(F)(F)F)n3nc(CO)c(Cl)c3N2)cc1OC (stereo unspecified),-14,-7,-22,0.1,2,2,11,7,-4,-12
Cc1nn(Cc2ccc(C(=O)n3cccn3)o2)c(C)c1Br,8,-5,-14,-0.7,-1,-25,11,11,-2,-2
C=CCN(C(=O)c1csnn1)C(C(=O)NCc1ccccc1)c1cccs1 (stereo unspecified),-12,1,1,0.2,0,-22,4,-2,-6,-4
O=C(NC1CCCCC1)c1ccc(S(=O)(=O)N2CCCCC2)cc1,23,-6,-9,0.0,2,-1,14,-3,-6,2
CCOc1ccccc1CNC(=O)C1CCN(c2nnc(C)c3c(C)n(-c4ccc(C)cc4)nc23)CC1,78*,11,24,-5.3,-3,-3,3,-2,10,6
# Next section.
SMILES,aSyn 5UTR inh,HSF1 inh,HSF-1 act,HIF activator,SKKanGAS inh,KLF5 inhibitor,AI-2 QS mod,Platelet DG rel,HSP90 inh,IEC-6 cytotox
O=C(Nc1ccc(CSc2ccccc2)cc1)c1ccccc1,-14,7,24,1.0,-5,-24,17,7,-6,0
Cc1ccsc1/C=N/NC(=O)c1cccc(S(=O)(=O)Nc2ccccc2Cl)c1,-33,-6,6,-43,11,-3,23,20,0,5
N#CCSc1nn(-c2ccc(F)cc2)c(=S)s1,1,-7,4,-1.4,10,-5,4,-7,-1,2
CCOc1ccc(NC(=O)Nc2ccccc2SC)cc1,-142,36,37,3.3,18,-90,13,38,-1,-2
O=C(COC(=O)c1ccc(-c2cnc3ccccc3n2)cc1)c1ccccc1,-8,-1,-12,1.0,2,14,17,-5,2,-4
O=C(NCCCn1ccnc1)c1ccccc1Br,-5,4,-15,1.3,-1,-56,15,2,0,0
CCCn1nnc2c(=O)oc3ccccc3c21,15,-5,-18,-0.8,-5,-26,3,21,1,-1
C=CCN1CC(c2nc3ccccc3n2CCOc2ccccc2)CC1=O (stereo unspecified),-5,5,7,0.0,8,-17,5,8,-1,1
Cc1cccc(NC(=O)C(=O)NCCCc2ccccc2)c1,-77,37,83*,1.0,0,-11,11,14,-5,-4
Cc1ccc(OCCSc2nc(N)cc(N)n2)cc1,-120,12,34,4.2,-3,-143,0,0,2,4
Cc1cccc(C(=O)OC2CCCN(C)C2)c1C (stereo unspecified),7,-11,-4,-0.1,-1,-16,3,1,2,7
O=C(/C=C/c1cccc(Br)c1)NCc1ccncc1,6,-3,15,-0.1,-2,-18,-48,3,3,9
O=C(CN1CCN(c2nc(-c3ccccc3)cs2)CC1)Nc1ccc2c(c1)OCO2,-6,-2,16,0.1,2,-14,-11,0,2,-3
Cc1ccc(S(=O)(=O)N2CCCC2C(=O)N2CCCCCC2)cc1 (stereo unspecified),19,0,23,0.1,-5,4,23,-44,4,10
Cc1ccc(/C=N/NC(=O)CCSc2ccccc2)cc1,-10,-8,-3,-0.1,-1,-8,-41,3,1,0
O=C(Nc1ccc(-c2nc3ccccc3[nH]2)cc1)C1CCCO1 (stereo unspecified),77*,-3,22,·,11,-43,-2,87*,16,10
CC(=O)Nc1cc2nn(-c3ccccc3)nc2cc1C,-25,18,39,0.6,1,-40,19,15,21*,-1
CCS(=O)(=O)Nc1cccc(C2=NN(S(=O)(=O)c3ccccc3)C(c3ccco3)C2)c1 (stereo unspecified),10,2,-2,-0.4,0,-49,33,5,2,-8
O=C(CO/N=C/c1c(Cl)cccc1Cl)NNC(=O)c1cccc(Cl)c1,12,0,14,-0.9,-2,-25,5,11,2,6
O=C(CCCC(=O)N(c1cccc(F)c1)C(C(=O)NC1CCCC1)c1ccc(O)cc1)Nc1ccccn1 (stereo unspecified),24,-1,-1,-0.2,3,-11,-2,4,0,-4
CCc1nc2ccccc2[nH]c1=O,5,4,0,-0.3,-4,-15,12,10,0,1
CC(Sc1nc2c(c(=O)[nH]1)CCCC2)C(=O)Nc1ccc(Br)cn1 (stereo unspecified),15,2,6,-0.7,3,-1,20,-17,-1,3
CCc1nnc(SCC(=O)Nc2ccccc2Cl)nc1CC,1,5,10,-0.5,14,-3,·,4,-9,-6
O=C(Nc1ccccc1-c1nc2ccccc2[nH]1)c1sc2ccccc2c1Cl,-29,-6,13,-0.1,64*,-21,15,5,-2,-1
CCc1c(C)c(C#N)c2[nH]c3ccccc3n2c1=S,2,15,11,0.0,60*,-22,17,0,-1,-2
# Remaining list, next part:
SMILES,aSyn 5UTR inh,HSF1 inh,HSF-1 act,HIF activator,SKKanGAS inh,KLF5 inhibitor,AI-2 QS mod,Platelet DG rel,HSP90 inh,IEC-6 cytotox
Fc1cccc(Cl)c1CNCc1ccccc1Cl,-1,-12,0,-0.5,28,-11,21,9,-5,-11
COc1ccc(N2CCN(C(=O)C3COc4ccccc4O3)CC2)cc1 (stereo unspecified),-11,-5,-10,?,-1,-44,-7,-1,7,4
CCSc1nnc(-c2ccc(S(=O)(=O)N3CCOCC3)cc2)n1CC1CCCO1 (stereo unspecified),12,3,-1,-1.0,-5,-24,19,-1,-1,-2
COc1ccc(O)c(C(=O)c2cc(C(=O)NCCc3ccccc3)c(=O)n(CCc3ccccc3)c2)c1,28,0,6,-0.7,11,-12,19,14,3,3
O=C(CN1CCOCC1)N1N=C(c2cccs2)CC1c1cccs1 (stereo unspecified),-16,4,14,0.2,1,-15,15,3,-2,0
Cn1c(=O)oc2cc(S(=O)(=O)N3CCCC(C(=O)NC4CCCc5ccccc54)C3)ccc21 (stereo unspecified),63*,5,20,0.1,0,-25,10,-5,-4,0
COc1cccc(=O)c2c(C)n(-c3cc(C)cc(C)c3)c(C)c12,11,10,25,0.3,13,-3,19,4,1,-3
CCN=C1S/C(=C\c2ccc(O)c(OCC)c2)C(=O)N1CC,68*,0,-15,0.5,3,-18,10,29,-1,7
CCOc1ccc(S(=O)(=O)N2CCN(Cc3ccco3)CC2)cc1,9,-1,4,-0.2,4,-55,28,-6,-2,-6
Cc1cc(S(=O)(=O)NCc2ccccc2)ccc1OCC(=O)NCc1ccccn1,11,-4,-28,0.1,3,1,1,-23,1,2
CCN1C(=O)C(Cc2nc3ccccc3c(=O)n2C)c2ccccc21 (stereo unspecified),14,-1,4,0.0,16,-21,15,-6,-1,6
CCN(Cc1ccccc1)S(=O)(=O)c1ccc(F)cc1,8,-62*,-67,0.0,4,-1,4,8,0,1
O=C(O)CCCc1nc(-c2ccc(Cl)cc2)no1,50,1,13,-4.6,3,0,-9,6,1,4
Cc1c(C)n(CCCN(C)C)c2ncnc(Nc3ccc(F)cc3)c12,-16,-10,14,-9.4,2,-17,14,-2,0,-5
CC(=O)NCc1nc2ccccc2n1Cc1ccccc1F,-7,-4,10,0.4,0,-3,15,-2,1,1
COc1ccc(NC(=O)CN(C)C(=O)C(CCSC)NC(=O)c2ccccc2)cc1 (stereo unspecified),21,2,4,0.0,-5,-18,45,-1,-2,-4
O=S1(=O)CC2SC(=S)N(Cc3ccccc3)C2C1 (stereo unspecified),-5,-5,5,0.1,3,-7,1,2,0,-9
CCOc1cccc(C(=O)Nc2ccc(NC(=O)c3ccccc3)c(C)c2)c1,-14,1,-1,0.6,3,-26,3,11,-5,5
COc1ccc2[nH]c(=O)c(CN(C3CCCCC3)C(c3nnnn3Cc3ccco3)C(C)C)cc2c1 (stereo unspecified),-4,96,119*,1.0,19,-14,15,22,-4,-5
CC(C)CN(CC(C)C)S(=O)(=O)N1CCC(C(=O)NCc2cccnc2)CC1,-21,3,3,0.0,16,-21,6,-4,-3,6
NS(=O)(=O)OCC(Cc1ccccc1)N1C(=O)c2ccccc2C1=O (stereo unspecified),14,1,13,-0.3,-7,-37,12,8,-3,-8
Cc1nnc(SCc2cc([N+](=O)[O-])cc3c2OCOC3)[nH]c1=O,-10,4,9,-0.5,-2,4,37,0,2,0
